# Compound activity: PubChem, National Center for Advancing Translational Sciences (NCATS)
# IDH1 R132H inh: blocks human mutant IDH1 R132H enzyme; IDH1-R132H enzyme, NADPH consumption, diaphorase/resazurin fluorescence; Potency, µM (series often up to 76.6 µM), for the others: at the top dose activity change, negative = inhibition, hits mostly inhibitors; 390,000 compounds, 0.093% hits; further: potency means the concentration at half of the fitted maximal effect; on the % scale 0 is the no-effect control and ±100 the full control effect; nearly all actives have a fitted effect of over 65% in size
#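 IDH1-R132H (0.5 ug/mL) preincubated 30 min with compound, then NADPH (0.016 mM) and alpha-KG (2 mM) added; 80 min at RT, pH 7.5. Remaining NADPH coupled via diaphorase/resazurin to fluorescence (540/590 nm); concentration-response curves normalized to no-enzyme control.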
# D2 ag: D2 dopamine receptor (human) agonism. P14416. HEK293 T-REx D2 cells, calcium flux agonist mode. activation, % at 2 µM. 340,000 compounds, 0.53% hits. AID 485358;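 active means activation over 3 SD above normal in the single-dose calcium agonist read, cut at about 30% in these data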; further: 0% is about no effect
#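 Agonism is scored from calcium flux in a force-coupled, inducible HEK293 cell line expressing D2, read kinetically for 180 s after compound addition against dopamine controls.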
# USP1-UAF1 inh: blocks the human USP1/UAF1 deubiquitinase complex. recombinant USP1/UAF1, Ub-Rhodamine cleavage fluorescence. Potency, µM (doses to about 57.1 µM), for inactives: at the top dose activity change, negative = inhibition, usual class: inhibitors. AID 743255. 390,000 compounds, 0.23% hits; further: potency means the concentration at half of the fitted maximal effect; on the % scale 0 is the no-effect control and ±100 the full control effect; nearly all actives have a fitted effect of over 60% in size; inactives centre near -12
#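 USP1/UAF1 complex at 1 nM was preincubated with compound for 15 min at room temperature, then Ub-Rho substrate (150nM final) was added. Fluorescence (480/540 nm) was read kinetically, 6 reads every 60 seconds.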
# PI4K2A block: inhibitors of human PI4K2A; purified PI4K2A, ADP-Glo luminescence, 1 h; stronger effect = lower value; activity change, negative = inhibition, % at 76.9 µM; 420,000 compounds, 0.13% hits; AID 1346378; in the data active means activity change below about -50%; inconclusive means mostly about -30% to -49%;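 further: -100% = wells without enzyme as full effect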
# Target sequence (Q9BTU6 whole entry, looked up): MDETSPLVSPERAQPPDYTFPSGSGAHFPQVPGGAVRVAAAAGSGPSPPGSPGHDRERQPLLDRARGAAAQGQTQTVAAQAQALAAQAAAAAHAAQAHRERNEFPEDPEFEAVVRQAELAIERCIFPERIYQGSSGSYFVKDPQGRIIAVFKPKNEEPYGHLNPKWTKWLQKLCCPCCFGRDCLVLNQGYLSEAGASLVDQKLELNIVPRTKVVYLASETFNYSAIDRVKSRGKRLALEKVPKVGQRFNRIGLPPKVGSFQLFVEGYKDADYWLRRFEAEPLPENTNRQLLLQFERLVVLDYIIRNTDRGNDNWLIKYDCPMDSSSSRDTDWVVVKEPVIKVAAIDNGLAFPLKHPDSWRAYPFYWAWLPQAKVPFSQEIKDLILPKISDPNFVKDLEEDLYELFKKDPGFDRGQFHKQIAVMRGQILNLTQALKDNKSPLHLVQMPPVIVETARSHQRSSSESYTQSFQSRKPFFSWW
#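 ADP-Glo luminescence measured ADP generated by PI4K2A enzyme (4 ug/mL before mixing) with 1.2 mM PI substrate (pre-mix) and 300 microM ATP (pre-mix). Tris pH7.5 buffer with MgCl2, Triton X-100; 1 h reaction at ambient temperature.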
# rTrxR1 inhibitor: blocks rat thioredoxin reductase 1; O89049; recombinant rTrxR1, NADPH fluorescence consumption, selenite substrate; Potency, µM (highest dose often 114 µM), for the others: at the top dose activity change, negative = inhibition, hits mostly inhibitors; 390,000 compounds, 1% hits; AID 588453; further: potency means the concentration at half of the fitted maximal effect; on the % scale 0 is the no-effect control and ±100 the full control effect; nearly all actives have a fitted effect of over 65% in size
# Target sequence (O89049 whole entry, looked up): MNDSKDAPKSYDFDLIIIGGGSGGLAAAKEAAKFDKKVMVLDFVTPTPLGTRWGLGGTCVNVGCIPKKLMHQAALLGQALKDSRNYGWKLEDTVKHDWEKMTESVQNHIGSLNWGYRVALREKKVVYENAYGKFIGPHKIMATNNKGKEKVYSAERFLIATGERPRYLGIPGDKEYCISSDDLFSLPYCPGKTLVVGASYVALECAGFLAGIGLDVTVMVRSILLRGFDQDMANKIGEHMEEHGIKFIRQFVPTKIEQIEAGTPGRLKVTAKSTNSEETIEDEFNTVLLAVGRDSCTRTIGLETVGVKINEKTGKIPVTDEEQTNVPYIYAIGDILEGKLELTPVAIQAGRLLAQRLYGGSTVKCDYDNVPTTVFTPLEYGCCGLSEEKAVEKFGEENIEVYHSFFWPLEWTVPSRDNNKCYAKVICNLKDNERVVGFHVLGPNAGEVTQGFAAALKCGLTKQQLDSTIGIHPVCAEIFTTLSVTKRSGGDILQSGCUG
#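 Rat TrxR1 (90 nM in the dispensed reagent) was pre-reduced with 400 uM NADPH for 5 min at room temperature, then incubated with compound for 15 min. After 400 uM selenite was added, NADPH fluorescence (Ex 340/Em 450 nm) was followed for 8 min.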
# TrxR1 substrate: is turned over as a substrate by rat TrxR1; AID 588456; 390,000 compounds, 0.01% hits; O89049; purified TrxR1 substrate turnover, NADPH consumption readout; Potency, µM (titrated, usually from 114 µM), without a hit: at the highest dose activity change, negative = substrate turnover; further: potency means the concentration at half of the fitted maximal effect; on the % scale 0 is the no-effect control and ±100 the full control effect; nearly all actives have a fitted effect of over 50% in size
#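 Rat TrxR1, dispensed at 90 nM, was prereduced with 400 uM NADPH (final) for 5 min at ~22 deg C, then incubated with compound 15 min before 400 uM selenite. A first-read NADPH fluorescence drop versus no-compound background flagged substrates.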
# TRHR enhancer: allosteric enhancers of human TRH receptor | 360,000 compounds, 0.66% hits | AID 493056 | enhancement, % at 2 µM | TRHR cells, fluo-8 calcium fluorescence, EC20 TRH enhancement; in the data active means enhancement above about 30%; further: 0% is about no effect
#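 Enhancer read-out: after compound pinning and an initial kinetic agonist-mode read, an EC20 of TRH (10 nM final) was injected and fluo-8 calcium signal (Ex 480/Em 530) followed at 1 s/cycle for 100 cycles in TRHR-expressing cells.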
# D2 antagonist: D2 dopamine receptor (human) antagonism; P14416; HEK293 TREx D2 cells, calcium flux, dopamine EC80; inhibition, % at 10 µM; 340,000 compounds, 2% hits; in the data active means inhibition above about 30%; further: 0% is about no effect
#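 Overnight-induced (tetracycline, 30 C) HEK293 T-REx cells carrying force-coupled D2 receive a no-wash calcium dye, then compound, then EC80 dopamine at 180 s; signals are read kinetically throughout.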
# TRHR ag: activates the human TRH receptor; P34981; TRHR cells, calcium flux fluo-8, FDSS agonist mode; activation, % at 2 µM; 360,000 compounds, 0.18% hits; AID 493084; in the data active means activation above about 30%; further: 0% is about no effect
#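 Steps: seed TRHR cells overnight; add fluo-8 no-wash Ca dye, RT 30 min–1.5 h; record 10 s baseline; pin-transfer compounds; monitor fluorescence 1 cycle/s for the agonist window. Calcium increases flag candidate agonists.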
# * hit, by the source's call; ? = inconclusive; / = not tested or not shown; [ ] = remark or other dose. Unless noted, the call rests on the fitted dose curve; in most records, active means well fitted inhibition curve with a large enough effect; inconclusive means small, poorly fitted or top-dose-only effect; inactive means no such curve, though single readings can be large or run the other way.
[1] CC(=O)c1c(C)oc2ccc(N(C(C)=O)S(=O)(=O)c3ccc(F)cc3C)cc12
[2] COc1cc(CCC(=O)OCC(=O)Nc2cccc(S(=O)(=O)N(C)C)c2)cc(OC)c1OC
[3] O=C(Nc1cccc(C(=O)N2CCCC2)c1)C1CCCC1
[4] Cc1ccc(NC(=S)N(CCCN2CCOCC2)Cc2ccccn2)cc1Cl
[5] CCC(C)(C)C1CCc2[nH]nc(C(=O)NC3CCCC3)c2C1 (stereo unspecified)
[6] CCc1ccc(CCC(=O)Nc2ccc(OC)cc2)o1
[7] COc1ccc(NC(=O)N2CCC(n3cnc4ccccc43)CC2)cc1
[8] COC(=O)c1c(NC(=O)C2=COCCO2)sc(C)c1C
[9] CC(=O)O[C@@H]1[C@@]2(C)O[C@H]2CC[C@]23O[C@H]2[C@H](OC3=O)C2=C(C)C(=O)O[C@@]21O
[10] O=C(c1ccco1)N1CCN(C(=O)c2cc3sccc3n2Cc2ccccc2)CC1
Screen / compound no.,1,2,3,4,5,6,7,8,9,10
IDH1 R132H inh,7%,-3%,-5%,5%,15%,8%,-3%,5%,22%,0%
D2 ag,0.0,/,/,0.8,-1.2,/,0.5,1.0,-0.3,0.4
USP1-UAF1 inh,-18%,3%,-20%,-4%,-21%,-5%,-11%,1%,?,-11%
PI4K2A block,7,0,-7,-5,-3,1,0,2,-25,3
rTrxR1 inhibitor,-3%,-3%,9%,2%[57.1 µM],17%[57.1 µM],-2%[57.1 µM],21%,8%,50µM*,-8%
TrxR1 substrate,-12%,-5%,2%,7%[57.1 µM],7%,-5%[57.1 µM],1%,1%,18%,-5%
TRHR enhancer,-2,20,/,8,-1,0,2,6,-1,21
D2 antagonist,-16,/,/,29,0,/,-5,8,12,6
TRHR ag,-0.8,-0.1,/,1.8,0.5,0.2,-0.5,0.1,0.0,-0.5

[11] CCOCCCNC(=O)C(c1ccc(OC)cc1)N(Cc1ccc2c(c1)OCO2)C(=O)c1cnccn1 (stereo unspecified)
[12] Cc1ccc(S(=O)(=O)N2CCN(C(=O)CNC(=O)c3ccc(Cl)cc3)CC2)cc1
[13] CC(C)(C)OC(=O)N[C@@H](Cc1ccccc1)[C@H](O)c1ccco1
[14] CCCCCNC(=O)C(=O)C1C(=O)Nc2ccccc21 (stereo unspecified)
[15] CCCN1CC(O)=C(C#N)C1=O
[16] Cc1ccc2c(c1)C(c1ccccc1)C(=O)O2 (stereo unspecified)
[17] CC(C)(C)c1cc(NC(=O)Nc2ccc(Cl)cc2Cl)no1
[18] CCOC(=O)C1(CCCc2ccccc2)CCN(C2CCSCC2)CC1
[19] COCCNC(=O)C(c1ccc(C)o1)N(C(=O)c1snc(C(N)=O)c1N)c1cccc(C)c1 (stereo unspecified)
[20] CN1C2C=C3C(C#N)=C(N)C(C#N)(C#N)[C@@H](c4cccs4)C3C1CC2 (stereo partly specified)
Screen / compound no.,11,12,13,14,15,16,17,18,19,20
IDH1 R132H inh,5%,5%,-7%,?,3%,4%,8%,-3%,3%,-8%
D2 ag,0.8,/,-0.7,-0.7,-0.3,-0.4,/,0.3,-1.9,0.3
USP1-UAF1 inh,-6%,3%,-9%,-9%,-2%,10%,-10%,1%,-4%,-11%
PI4K2A block,-2,1,-3,-21,-1,-2,-1,-1,1,-3
rTrxR1 inhibitor,12%[57.1 µM],-19%,10%[57.1 µM],0%,10%,-9%[57.1 µM],20%[57.1 µM],-9%,6%,2%[57.1 µM]
TrxR1 substrate,-2%[57.1 µM],-10%,7%[57.1 µM],-9%,5%[57.1 µM],5%[57.1 µM],-2%,-3%,33%,7%[57.1 µM]
TRHR enhancer,-1,/,-4,9,1,1,2,1,1,4
D2 antagonist,2,/,-15,-6,1,8,/,-19,11,-11
TRHR ag,0.2,/,0.1,-0.4,0.4,-0.1,0.2,0.6,0.3,1.5

# Reformatted: results already given.
# Every second line gives: IDH1 R132H inh | D2 ag | USP1-UAF1 inh | PI4K2A block | rTrxR1 inhibitor | TrxR1 substrate | TRHR enhancer | D2 antagonist | TRHR ag
17. CC(C)(C)c1cc(NC(=O)Nc2ccc(Cl)cc2Cl)no1
→ 8% | / | -10% | -1 | 20%[57.1 µM] | -2% | 2 | / | 0.2
13. CC(C)(C)OC(=O)N[C@@H](Cc1ccccc1)[C@H](O)c1ccco1
→ -7% | -0.7 | -9% | -3 | 10%[57.1 µM] | 7%[57.1 µM] | -4 | -15 | 0.1

# The results go on:
[21] C=CCOc1ccc(/C=C\c2nc(O)c([N+](=O)[O-])c(=O)[nH]2)cc1OCC
[22] CC1CCC(NC(=O)CN2C(=O)C3CCCN3c3ncc(Cl)cc32)CC1 (stereo unspecified)
[23] Cc1ccc(OC(C)C(=O)Nc2ccc(C)c(S(=O)(=O)Nc3ccc(C)cc3C)c2)cc1 (stereo unspecified)
[24] O=[N+]([O-])c1ccc2c(c1)C(N1CCOCC1)/C(=C/COc1ccc(Cl)cc1Cl)O2 (stereo unspecified)
[25] CC1(NC(=S)NCCCCCCNC(=S)NC2(C)CCS(=O)(=O)C2)CCS(=O)(=O)C1 (stereo unspecified)
[26] Cc1cc2nc(CS(=O)(=O)c3ccccc3)cc(=O)n2[nH]1
[27] COc1ccc(CNC(=O)c2cc(=O)c3ccccc3o2)cc1
[28] CCOC(=O)c1c(S(=O)(=O)N2CCCCCC2)c(C)n(C)c1C
[29] NC(=O)CSCc1nc2ccccc2s1
[30] Cn1c(C(=O)NCc2ccc3c(c2)OCO3)cc2sccc21
Screen / compound no.,21,22,23,24,25,26,27,28,29,30
IDH1 R132H inh,-9%,/,6%,1%,-2%,1%,-6%,-1%,7%,16%
D2 ag,0.0,-0.2,0.2,-0.7,-0.2,0.6,-2.5,1.0,0.4,0.9
USP1-UAF1 inh,-11%,/,-6%,0%,-9%,-18%,-4%,-5%,-18%,-11%
PI4K2A block,-7,/,-2,-2,-1,0,-1,2,0,9
rTrxR1 inhibitor,-3%,/,-17%,10%[57.1 µM],-6%,20%[57.1 µM],10%,25%,-13%,8%
TrxR1 substrate,-12%,/,-16%,9%[57.1 µM],1%,5%[57.1 µM],1%,7%,-4%,5%
TRHR enhancer,-3,-7,-1,2,-2,-2,18,-1,37*,2
D2 antagonist,-10,-4,-3,-4,-6,-22,7,15,-7,-19
TRHR ag,0.2,0.0,0.3,-0.1,-0.5,1.4,-0.9,0.4,1.5,0.1

[31] COc1ccc2[nH]c(C(=O)NCCCn3ccnc3)cc2c1
[32] CC1CCN(S(=O)(=O)c2ccc(C(=O)N3CCN(c4ccccc4F)CC3)cc2)CC1
[33] Cc1ccc(NC(=O)COC(=O)c2cccnc2)cc1
[34] CCc1ccc(C(=O)CN2C(=O)NC3(CCc4ccccc43)C2=O)cc1 (stereo unspecified)
[35] O=c1cc(CSc2ccc(Cl)cc2)nc(N2CCOCC2)[nH]1
[36] Cc1ccc(CNC(=O)Cn2c(=O)n(-c3ccccc3)c(=O)c3sccc32)cc1
[37] COc1ccccc1NC1=CC(=O)CC(c2ccccc2)C1 (stereo unspecified)
[38] C=CCn1c(SCC(=O)Nc2ccc(-c3nc4ccc(C)cc4s3)cc2)nnc1-c1ccccc1
[39] CCn1c(CC(=O)Nc2ccccc2)nnc1SCC(=O)NC1CCCC1
[40] CCN(Cc1ccccc1)C(=O)Cc1c[nH]c2ccccc12
Screen / compound no.,31,32,33,34,35,36,37,38,39,40
IDH1 R132H inh,5%,0%,0%,2%,6%,-19%,4%,2%,-9%,9%
D2 ag,-1.6,-0.8,0.4,0.1,0.3,-1.7,-1.0,0.6,0.8,/
USP1-UAF1 inh,-3%,-18%,-10%,-10%,-5%,-1%,0%,-16%,2%,?
PI4K2A block,-10,1,-6,-7,0,-8,2,0,-2,2
rTrxR1 inhibitor,11%[57.1 µM],22%,7%,21%,6%,12%,-9%,89%[activator],-7%[57.1 µM],18%
TrxR1 substrate,47%[activator][57.1 µM],4%,-1%,-4%,-4%,-1%,-9%,201%[activator],-1%[57.1 µM],0%
TRHR enhancer,13,-5,6,-3,-2,-8,2,-1,4,-4
D2 antagonist,-8,16,0,22,-3,0,2,-8,7,/
TRHR ag,-0.1,1.1,-0.5,0.1,-0.4,-1.6,-3.2,0.0,0.5,-0.2

# Overlap with the part before: 3 compounds, then new ones.
[38] C=CCn1c(SCC(=O)Nc2ccc(-c3nc4ccc(C)cc4s3)cc2)nnc1-c1ccccc1
[39] CCn1c(CC(=O)Nc2ccccc2)nnc1SCC(=O)NC1CCCC1
[40] CCN(Cc1ccccc1)C(=O)Cc1c[nH]c2ccccc12
[41] O=C(CNC(=O)C12CC3CC(CC(C3)C1)C2)NCc1ccccc1
[42] CC(O)CNCCNCc1c(OCc2ccccc2)ccc2ccccc12 (stereo unspecified)
[43] COc1ccc(S(=O)(=O)NCC(c2cccnc2)N2CCN(Cc3ccccc3)CC2)cc1 (stereo unspecified)
[44] COc1ccc(C(=O)NC(=S)Nc2ccc(CN3CCCCC3)cc2)cc1Cl
[45] O=C(NC(Cc1ccccc1)C(=O)O)/C(=C/c1ccc([N+](=O)[O-])cc1)NC(=O)c1ccc(Br)o1 (stereo unspecified)
Screen / compound no.,38,39,40,41,42,43,44,45
IDH1 R132H inh,2%,-9%,9%,4%,3%,-3%,10%,6%
D2 ag,0.6,0.8,/,0.5,-0.5,22,0.5,0.7
USP1-UAF1 inh,-16%,2%,?,1%,-17%,-12%,-13%,-15%
PI4K2A block,0,-2,2,-1,-1,2,2,-8
rTrxR1 inhibitor,89%[activator],-7%[57.1 µM],18%,-12%,9%,21%,-44%,-11%
TrxR1 substrate,201%[activator],-1%[57.1 µM],0%,-7%,-4%,1%,10%[57.1 µM],1%[57.1 µM]
TRHR enhancer,-1,4,-4,-1,13,-1,2,6
D2 antagonist,-8,7,/,5,-7,1,-11,-12
TRHR ag,0.0,0.5,-0.2,0.0,-1.2,-0.8,0.6,4.8
